PP1 counter – PP1-alpha (human) inhibition in PP5 counter-screen; P62136; purified PP1alpha, OMFP fluorescence; inhibition, % at 6.7 µM; 320,000 compounds, 0.9% hits; AID 2235;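 active = inhibition above the mean inhibition of all tested compounds plus 3 SD, computed separately for each screening campaign, cut at about 15% in these data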
proCasp3 act – procaspase-3 (human) activation. P42574. recombinant procaspase-3 D3A, Ac-DEVD-pNA absorbance 405 nm. activation, % at 8.5 µM. 330,000 compounds, 0.11% hits. AID 463141;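 active = activation above the mean of all tested compounds plus 3 SD, cut at about 21% in these data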;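 note: 0% = DMSO alone and 100% = DMSO wells spiked with extra 5 µM PC-3 D3A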
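Test system: Procaspase-3 D3A mutant, all three cleavage aspartates alanine | Dosing: Single dose, 8.5 µM nominal compound, 0.8% DMSO | Schedule: 1 h preincubation, 2 h reaction | Technique: 405 nm absorbance of p-nitroaniline, reads at 0 and 120 min | Repeats: One well per compound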
procasp7 counter – counter-screen for procaspase-3 activators: activators of human procaspase-7; P55210; recombinant procaspase-7, Ac-DEVD-pNA absorbance 405 nm; D23A/D198A/D206A triple mutant, cannot self-cleave; scale: DMSO 0, 5 µM enzyme 100; activation, % at 8.5 µM; 330,000 compounds, 0.093% hits;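 active = percent activation above the screen-wide mean plus 3 SD, cut at about 25% in these data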
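signal = Epi-absorbance of released pNA at 405 nm, two timepoints | assay system = Uncleavable procaspase-7 mutant enzyme | reagent = Ac-DEVD-pNA substrate, 400 µM as added | times = 1 h enzyme–compound preincubation and 2 h substrate reaction, both 25 °C | benchmarks = low DMSO alone, high DMSO plus 5 µM PC-7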
TPT1 inhibitor – blocks Candida albicans tRNA 2'-phosphotransferase; AID 1962; 300,000 compounds, 0.81% hits; recombinant caTPT1, FP RNA substrate dephosphorylation; inhibition, % at 5 µM;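 active = inhibition above the mean of all tested compounds plus 3 SD, set per screening campaign, cut at about 24% in these data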;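 note: plate controls were DMSO alone for no effect and ferristatin control at 100 nM for full effect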
PP5 primary – inhibitors of human protein phosphatase 5 (PP5); 320,000 compounds, 0.18% hits; purified PP5c, OMFP substrate fluorescence; inhibition, % at 6.7 µM;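 active = inhibition above the campaign's mean inhibition across all tested compounds plus 3 SD, cut at about 9.5% in these data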;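 note: 0% = DMSO only and 100% = 100 µM cantharidin control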
Target sequence (P53041 whole entry, looked up): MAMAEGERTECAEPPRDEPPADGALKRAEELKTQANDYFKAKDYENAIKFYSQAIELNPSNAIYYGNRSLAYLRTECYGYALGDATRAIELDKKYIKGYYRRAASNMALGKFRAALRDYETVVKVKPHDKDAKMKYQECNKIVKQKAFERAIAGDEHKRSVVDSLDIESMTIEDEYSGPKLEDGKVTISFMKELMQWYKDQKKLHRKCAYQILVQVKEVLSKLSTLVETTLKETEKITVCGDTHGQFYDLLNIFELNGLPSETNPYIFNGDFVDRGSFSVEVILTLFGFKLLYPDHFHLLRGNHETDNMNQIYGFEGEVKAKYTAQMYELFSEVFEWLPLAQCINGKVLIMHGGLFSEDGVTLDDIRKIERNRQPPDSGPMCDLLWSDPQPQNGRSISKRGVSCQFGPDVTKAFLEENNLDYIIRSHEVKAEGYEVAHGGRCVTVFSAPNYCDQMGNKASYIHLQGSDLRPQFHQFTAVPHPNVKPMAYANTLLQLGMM
core dimer inh – HCV core protein dimerization inhibition; inhibition, % at 5 µM; TR-FRET GST/Flag-core106 dimerization, 1536-well; AID 1899; 300,000 compounds, 0.33% hits;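 active = inhibition above the mean of all tested compounds plus 3 SD, set per screening campaign, cut at about 45% in these data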
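System: GST-tagged and Flag-tagged HCV core protein residues 1-106 / Input: core106 proteins, GST 13.5 nM and Flag 17 nM / Buffer or medium: KF-containing HEPES buffer, pH 7.45, DTT, CHAPS, BSA / Probe or stimulus: Eu-anti-GST and XL665-anti-Flag labelled anti-tag antibodies / Schedule: 4 h, 22.5 °C incubation / Technique: TR-FRET 671 and 617 nm emission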
Efflux pump inh – antifungal efflux pump inhibition, Nile Red retention | S. cerevisiae Candida pump triplex | inhibition, % at 10 µM | 330,000 compounds, 0.44% hits | AID 485275;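 active = plate passing quality check with inhibition over a set limit, or well fluorescence over plate mean plus 4 SD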;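 note: Nile Red retained in pooled yeast measured as flow cytometry median fluorescence; 0% = buffer negative control and 100% = Enniatin B positive control; higher means more Nile Red kept so more efflux inhibition; some compounds called inactive have numbers as strong as hits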
JMJD2C inh – human JMJD2C demethylase inhibition; Q9H3R0; GST-JMJD2C(1-420) H3K9me3 demethylation, DELFIA europium; inhibition, % at 2.35 µM; 330,000 compounds, 0.069% hits;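 active = more than half of a compound's replicate wells show inhibition beyond 50%, single wells judged on their own value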;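 note: signal counts dimethyl H3K9 product captured on neutravidin plate; 0% = median of DMSO wells and 100% = 0.3 times that DMSO median; strong numbers were not always called active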
Target sequence (Q9H3R0 1-420 limits assumed): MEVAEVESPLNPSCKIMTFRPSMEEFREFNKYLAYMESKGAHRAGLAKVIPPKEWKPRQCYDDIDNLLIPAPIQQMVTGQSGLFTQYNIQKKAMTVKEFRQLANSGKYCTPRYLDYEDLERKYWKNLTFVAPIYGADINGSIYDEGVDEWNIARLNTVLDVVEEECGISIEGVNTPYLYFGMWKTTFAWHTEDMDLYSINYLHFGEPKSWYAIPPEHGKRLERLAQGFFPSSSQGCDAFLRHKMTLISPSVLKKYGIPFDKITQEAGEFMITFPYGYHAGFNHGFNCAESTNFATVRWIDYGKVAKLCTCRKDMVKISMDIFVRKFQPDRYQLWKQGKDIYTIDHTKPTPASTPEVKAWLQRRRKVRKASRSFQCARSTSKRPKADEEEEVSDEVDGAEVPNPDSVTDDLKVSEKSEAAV
Fh CTSL1 inh – blocks F. hepatica cathepsin L1 in PFM18AAP counter-screen | recombinant F. hepatica cathepsin L1, Z-Leu-Arg-MCA fluorescence | inhibition, % at 5.96 µM | 300,000 compounds, 0.49% hits;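 active = inhibition above the mean of all tested compounds plus 3 SD, set per screening campaign, cut at about 17% in these data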;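 note: 0% = plate median of test compound wells and 100% = 1 µM Z-Phe-Ala-diazomethylketone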
Numbers without * were called inactive; / = not tested or not shown.

Values in the order – TPT1 inhibitor	JMJD2C inh	procasp7 counter	proCasp3 act	PP5 primary	PP1 counter	Efflux pump inh	core dimer inh	Fh CTSL1 inh
CCCOC(=O)/C(C)=N\NC(=O)c1ccco1
→ -1	-5	8	-6	-0.9	-3	0.1	3	0
Cc1cc(C)c(S(=O)(=O)n2cnc3ccccc32)c(C)c1
→ 0	9	15	-2	-0.5	-3	0.0	2	2
COc1ccccc1CNC(=O)Cn1cnc2ccccc2c1=O
→ 3	6	13	4	3.3	-4	0.1	-3	-1
COc1ccc2nc(Cl)cc(Cl)c2c1
→ -4	-19	-3	5	-3.0	-7	0.1	2	1
CC12CCC(C(=O)N(CCCN3CCN(Cc4ccccc4)CC3)C1=O)C2(C)C (configuration not stated)
→ 4	/	7	3	1.6	-8	-0.1	4	-5
CN(C)c1ccc(C=C(c2nnnn2-c2ccccc2)c2nnnn2-c2ccccc2)cc1
→ 23	0	-10	0	2.4	2	-0.2	9	1
Cc1cc(C)c(-n2[nH]nnc2=S)c(C)c1
→ -1	5	-18	-11	-0.9	-5	0.2	0	-2
Cc1ccc(CO/N=C/C2=C(Cl)c3ccccc3CC2)cc1
→ -2	-1	15	9	0.5	-4	-0.4	1	1
CCOc1ccc(N2CC(C(=O)NCc3ccc(F)cc3)CC2=O)cc1 (configuration not stated)
→ 0	0	-8	2	1.8	-6	-0.1	7	13
O=C(c1ccccc1C(F)(F)F)N1CCN(S(=O)(=O)c2ccccc2)CC1
→ -1	4	4	3	-3.3	-2	0.1	2	0
O=C(O)c1cc(NCc2ccccc2)ccc1N1CCOCC1
→ 0	5	12	-5	-1.2	-1	-0.1	-4	3
O=C(c1ccccc1)N1CCN(CC(O)COCC2CC=CCC2)CC1 (configuration not stated)
→ 5	5	5	-11	1.8	3	0.0	-4	0
Cn1c(N)c(C(=O)CSc2nc(C3CC3)n(-c3ccccc3)n2)c(=O)n(C)c1=O
→ /	/	-2	-1	4.4	-5	0.0	/	/
Cc1cc(C)n2c(SCC(=O)NC3CCCCC3C)nnc2n1 (configuration not stated)
→ 0	14	0	0	-4.5	-4	0.3	6	-8
COc1ccccc1OCCNC(=O)c1ccccc1C
→ -3	0	5	9	0.8	2	-0.3	-17	-2
COc1ccccc1/C=N/NC(=O)CSc1ccc2ccccc2n1
→ 3	1	-25	1	3.5	4	-0.1	2	1
O=S(=O)(NCC1CC1)c1ccc(F)c(Cl)c1
→ -3	-10	3	7	1.8	-1	-0.1	1	0
CC(=O)Oc1cccc(N2C(=O)C3CC=C(Cl)CC3C2=O)c1 (configuration not stated)
→ -4	0	6	-7	1.6	0	-0.1	-2	-15
COc1ccc(/C=N/NC(=O)CCCCCNC(=O)c2ccccc2)cc1
→ -1	-10	0	0	0.2	1	0.1	3	4
CCOC(=O)C1=C(C)N=c2s/c(=C\c3ccc(C(=O)O)cc3)c(=O)n2C1c1ccc(OC)cc1OC (configuration not stated)
→ 1	-9	-3	-6	0.9	1	0.2	12	2
COC(C(=O)NNC(=O)CCc1ccccc1)c1ccccc1 (configuration not stated)
→ -1	4	2	2	0.5	-3	0.0	0	4
COc1ccc(C2/C=C\CN(CC(C)(C)C)CC(=O)N2Cc2ccc(F)cc2)cc1 (configuration not stated)
→ 3	-5	3	-1	4.0	4	/	10	6
CCOC(=O)Cc1csc(SCC(=O)Nc2cccc(Cl)c2)n1
→ -7	-2	-2	0	-0.9	-2	-0.1	-4	12
O=C1CCCC(O)=C1C=Nc1ccc2c(c1)oc1ccccc12
→ -3	-6	6	5	3.4	-2	0.1	0	1
Cc1nnc(SCC(=O)Nc2ccccc2)n1CCc1ccccc1
→ 0	-6	-3	1	0.0	-4	0.0	0	-3
CCOC(=O)c1ccc(N/N=C/c2cc(Br)cc([N+](=O)[O-])c2O)cc1
→ 5	-5	4	-2	2.4	-4	0.1	7	-2
COc1ccccc1OCC(=O)NCC1CCCN(Cc2cnn(C)c2C)C1 (configuration not stated)
→ 1	-11	6	1	1.9	-2	-0.1	-5	-2
COCCn1c(SCC(=O)N2CC(C)OC(C)C2)nc2c([nH]c3ccccc32)c1=O (configuration not stated)
→ -5	-3	-4	-4	5.3	10	0.3	-15	-4
O=C(Nc1ccc2c(c1)CCC2)c1ccccc1Br
→ -1	-3	8	-4	2.5	-3	0.2	3	-4
COc1cccc(/C=N/NC(=O)c2c(-c3ccccc3)noc2C)c1OC
→ -4	2	8	-10	0.7	-2	-0.2	-9	-2

10 compounds out of the list, sorted by molecular weight, low to high:
Values in the order – TPT1 inhibitor	JMJD2C inh	procasp7 counter	proCasp3 act	PP5 primary	PP1 counter	Efflux pump inh	core dimer inh	Fh CTSL1 inh
O=C1CCCC(O)=C1C=Nc1ccc2c(c1)oc1ccccc12
→ -3	-6	6	5	3.4	-2	0.1	0	1
COC(C(=O)NNC(=O)CCc1ccccc1)c1ccccc1 (configuration not stated)
→ -1	4	2	2	0.5	-3	0.0	0	4
CC(=O)Oc1cccc(N2C(=O)C3CC=C(Cl)CC3C2=O)c1 (configuration not stated)
→ -4	0	6	-7	1.6	0	-0.1	-2	-15
COc1ccccc1/C=N/NC(=O)CSc1ccc2ccccc2n1
→ 3	1	-25	1	3.5	4	-0.1	2	1
Cc1nnc(SCC(=O)Nc2ccccc2)n1CCc1ccccc1
→ 0	-6	-3	1	0.0	-4	0.0	0	-3
COc1cccc(/C=N/NC(=O)c2c(-c3ccccc3)noc2C)c1OC
→ -4	2	8	-10	0.7	-2	-0.2	-9	-2
CCOC(=O)Cc1csc(SCC(=O)Nc2cccc(Cl)c2)n1
→ -7	-2	-2	0	-0.9	-2	-0.1	-4	12
CCOC(=O)c1ccc(N/N=C/c2cc(Br)cc([N+](=O)[O-])c2O)cc1
→ 5	-5	4	-2	2.4	-4	0.1	7	-2
COc1ccc(C2/C=C\CN(CC(C)(C)C)CC(=O)N2Cc2ccc(F)cc2)cc1 (configuration not stated)
→ 3	-5	3	-1	4.0	4	/	10	6
COCCn1c(SCC(=O)N2CC(C)OC(C)C2)nc2c([nH]c3ccccc32)c1=O (configuration not stated)
→ -5	-3	-4	-4	5.3	10	0.3	-15	-4

Just PP1 counter, for some of the entries so far:
SMILES | PP1 counter
CCCOC(=O)/C(C)=N\NC(=O)c1ccco1 | -3
Cc1cc(C)c(S(=O)(=O)n2cnc3ccccc32)c(C)c1 | -3

Continued:
Values in the order – TPT1 inhibitor	JMJD2C inh	procasp7 counter	proCasp3 act	PP5 primary	PP1 counter	Efflux pump inh	core dimer inh	Fh CTSL1 inh
COc1ccc(Nc2ccc(N3C(=O)CCCC3=O)cc2[N+](=O)[O-])c(OC)c1
→ 0	5	2	-8	2.9	2	0.6	-21	0
Cc1cc(NC(=O)C(C)SCC(=O)Nc2ccccc2N2CCCC2)no1 (configuration not stated)
→ 0	-15	-1	-10	2.8	0	0.3	1	4
CN1Cc2sc(NC(=S)NC(=O)c3ccccc3)c(C#N)c2CC1(C)C
→ 97*	2	-34	-32	4.1	-3	0.3	-3	2
CC(NC(=S)Nc1c(Cl)cccc1OC(F)F)C(C)(C)C (configuration not stated)
→ 1	-1	-5	-6	-0.5	-2	-0.2	9	1
O=C(COc1ccc(F)cc1Cl)Nc1cccc(S(=O)(=O)N2CCCCCC2)c1
→ /	0	8	2	2.4	8	-0.1	/	/
COc1cc(NC(=O)C2CCN(S(=O)(=O)c3cccs3)CC2)cc(OC)c1
→ -1	-4	5	-1	4.4	1	0.0	-4	-1
Cc1ccccc1-c1cc(C(=O)NCC2CC2)nn1CC1CC(c2cccc([N+](=O)[O-])c2)=NO1 (configuration not stated)
→ /	15	1	-2	2.8	1	0.1	/	/
C=CCNCCCCOc1ccccc1-c1ccccc1
→ -5	-1	4	0	-0.4	1	-0.1	-6	-4
C=CCC1(C#N)C(SC)=NC2=C(C(=O)CC(C)(C)C2)C1c1ccc(Br)cc1 (configuration not stated)
→ -3	2	4	-9	2.8	-2	0.6	5	-4
CCCCSc1nnc(NC(=O)CCc2ccccc2)s1
→ -9	-5	-2	-2	-0.5	-3	0.0	2	1
COc1cccc(CC(=O)OCC(=O)NCCc2ccc(F)cc2)c1
→ /	1	1	-3	0.4	-1	0.1	/	/
CN1CCN(C(=O)/C(=C/c2ccc(N(C)C)cc2)NC(=O)c2ccccc2)CC1
→ 45*	10	0	-2	-0.8	-3	-0.3	-13	9
CN(C)S(=O)(=O)c1ccc(S(=O)(=O)N2CCCC(C(=O)NC3CC3)C2)cc1 (configuration not stated)
→ -1	5	6	7	4.3	3	0.3	-3	-2
CC(=O)N(C)c1nc(N)n(-c2ccccc2)n1
→ -2	-5	5	8	-0.9	-3	0.0	-8	0
CC(=O)Nc1cccc2c1C(=O)N(c1ccc(C)cc1)C2=O
→ -8	6	6	-3	-4.6	-8	0.0	-7	-3
Clc1nc(CN2CCCCC2)nc2sc3c(c12)CCCC3
→ 3	-10	0	-3	0.0	7	0.1	3	3
Cc1ccc(NC(=O)c2ccc(=O)[nH]c2)cc1S(=O)(=O)N1CCCCCC1
→ /	-6	15	2	/	/	0.1	/	/
COc1ccccc1NC1=C(C)C(=O)CC1
→ 2	-14	-11	-10	-7.9	-8	0.3	3	1
Cc1ccc(S(=O)(=O)N2CCOCC2)cc1NC(=O)COC(=O)c1ccc(Cl)s1
→ /	-6	1	7	/	/	0.8	/	/
CNC1(C(N)=O)CCNCC1
→ -1	-3	-14	-3	2.7	0	0.2	7	-10
CCOC(=O)CN1C(=O)N[C@@H](CCc2ccccc2)C(C(C)=O)=C1C
→ 0	-12	-4	2	0.9	-2	0.0	-1	1
COc1ccc2nc(Sc3c([N+](=O)[O-])nc(C)n3Cc3ccccc3)[nH]c2c1
→ 1	3	3	-5	-1.0	0	0.1	5	1
CC(C)=N/N=C1/NC(=O)C(Cc2ccccc2)S1 (configuration not stated)
→ -3	5	-7	8	-1.7	-4	0.0	6	0
O=C(Cn1cnc2c(cnn2-c2ccccc2)c1=O)NCCc1ccccc1
→ 1	2	-10	-14	-6.4	1	0.0	-4	6
CCC(=O)Nc1c(C#N)c2nc3ccccc3nc2n1C1CCCCC1
→ 1	-3	5	4	0.7	-2	0.3	4	-1
Cc1c(OCC(=O)NCCN2CCOCC2)ccc2c1oc(=O)c1ccccc12
→ 3	-8	11	-4	-2.9	-1	-0.1	8	1
